Source: PubChem
HepG2 tox = HepG2 cytotoxicity, counter-screen for TGF-b inhibitors; HepG2 CAGA-GFP viability, ATP luminescence, 18 h; Potency, µM (doses to about 46.1 µM), inactives show at the top dose activity change, negative = cytotoxicity, hits mostly cytotoxic; 0.76% of 410,000 active; AID 588856; further: potency means the concentration at half of the fitted maximal effect; some results filed as inactive show a strong effect at the top dose
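CellTiter-Glo luminescence gave cytotoxicity after 18 hours at 37 degrees C. The cells were HepG2 CAGA-GFP in 1% FBS DMEM, stimulated with 500 pg/mL TGF-beta after compound addition. %Activity was normalised to no-cell wells (complete cell-killing) and DMSO (no toxicity), and curves were fitted and classified.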
Nrf2 ARE act = activators of Nrf2 (ARE) signaling. Potency, µM (titrated, usually from 46.1 µM), without a hit: top-dose activation, usual class: activators. 0.31% of 410,000 active. AREc32 ARE-luciferase reporter (MCF7-derived line), luminescence, 24 h; further: potency means the concentration at half of the fitted maximal effect; % of control where 0% means no effect; nearly all actives have a fitted effect of over 65% in size
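Cells of the AREc32 ARE-luciferase line are plated in OPTI-MEM containing 5% FBS and left overnight at 37 deg C. Compounds are pinned in, incubation continues 24 hr, and firefly luciferase signal is then measured.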
S2 tox = viability counter-screen for ATXN expression inhibitors; 0.49% of 400,000 active; S2 cells (HEK-293 line with an ATXN2-luciferase reporter) viability, CellTiter-Fluor protease fluorescence, 24 h; AID 651635; Potency, µM (titrated, usually from 56.7 µM), hits mostly cytotoxic; further: potency means the concentration at half of the fitted maximal effect; nearly all actives have a fitted effect of over 40% in size
TGFb SMAD3 inh = inhibitors of TGF-b signaling; HepG2 CAGA-GFP TGF-b/SMAD3 reporter, GFP fluorescence, 18 h; TGF-beta stimulated, 500 pg/mL final; Potency, µM (highest dose often 46.1 µM), without a hit: at the top dose activity, negative = inhibition, hits mostly inhibitors; 1.2% of 410,000 active; further: potency means the concentration at half of the fitted maximal effect; on the % scale 0 is the no-effect control and ±100 the full control effect; nearly all actives have a fitted effect of over 65% in size
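First, reporter cells (HEPG2 CAGA-GFP) rested 2 h at 37 degrees C. Next, compounds were pinned in and TGF-beta added to 500 pg/mL final. After 18 h, GFP was imaged per cell and summed per well.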
ATXN2 expr inh = ATXN2 expression inhibition | AID 1745845 | HEK-293 ATXN2-luciferase reporter, luminescence, 24 h | Potency, µM (highest dose often 57 µM), without a hit: at the top dose activity change, negative = inhibition, most hits filed as inhibitors | 0.72% of 360,000 active; further: potency means the concentration at half of the fitted maximal effect; on the % scale 0 is the no-effect control and ±100 the full control effect; nearly all actives have a fitted effect of over 55% in size
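qHTS (up to 57 uM final) was run with 24 h compound exposure of reporter cells at 37 °C. Each well was multiplexed: SteadyGlo luminescence measured ATXN2-luciferase expression after a fluorogenic Gly-Phe-AFC viability readout (25 uM final).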
A549 viability = A549 cytotoxicity, counter-screen for Nrf2 inhibitors. A549 ARE-Fluc cells, CellTiter-Fluor viability, 18-24 h. Potency, µM (highest dose often 46 µM), inactives show at the highest dose activity change, negative = cytotoxicity, most hits filed as inhibitors. 0.16% of 390,000 active. AID 504648; further: potency means the concentration at half of the fitted maximal effect; on the % scale 0 is the no-effect control and ±100 the full control effect
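A549 ARE-Fluc cells in 5% FBS OPTI-MEM, 5000 cells/well, rested 2 h then exposed to compounds in concentration-response for 18-24 h at 37 °C. Viability by CellTiter-Fluor fluorescence (Ex 405/Em 525) after 30 min; luciferase luminescence (BugLite, 15 min, RT) read afterwards.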
MCF10A rereplic = DNA re-replication induction in MCF 10a cells; 2.9% of 350,000 active; Potency, µM (titrated, usually from 46.1 µM), inactives show at the highest dose activity, positive = re-replication, usual class: activators; MCF 10A DNA re-replication, Hoechst nuclear intensity, 48 h; AID 624296; further: potency means the concentration at half of the fitted maximal effect; % of control where 0% means no effect; nearly all actives have a fitted effect of over 50% in size
IL1B secr inh = inhibitors of inflammasome signaling (IL-1 beta secretion); THP-1 LPS/ATP IL-1B secretion, AlphaLISA, 16 h; hits give low values; activity change, % at 57.5 µM; 4.7% of 360,000 active; in the data active means activity change below about -50%; inconclusive means mostly about -30% to -49%; further: on the % scale 0 is the no-effect control and ±100 the full control effect
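Secreted IL-1B measured by AlphaLISA bead assay after 16 h compound exposure of THP-1 cells; compounds (final up to 57.5 uM) added 1 h before LPS (250 ng/mL) and ATP (1.25 mM) stimulation; lower signal means less secretion.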
Nrf2 inh = Nrf2 pathway inhibition; A549 ARE-Fluc reporter, luciferase luminescence, 18-24 h; Potency, µM (titrated, usually from 46 µM), without a hit: at the top dose activity change, negative = inhibition, usual class: inhibitors; 2.1% of 360,000 active; further: potency means the concentration at half of the fitted maximal effect; on the % scale 0 is the no-effect control and ±100 the full control effect; nearly all actives have a fitted effect of over 60% in size
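A549 ARE_Fluc cells (5000/well, 5% FBS OPTI-MEM) pre-incubated 2 h, then treated with compounds 18-24 h at 37C/5% CO2 in concentration-response. CellTiter-Fluor viability read first; BugLite luciferase luminescence after 15 min at room temperature gives Nrf2 activity.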
* marks the source's active call; other numbers are inactive results; i = inactive; ? = inconclusive; . = not tested or not shown; & = joins results of further samples; [ ] = remark or other dose. Unless noted, the call rests on the fitted dose curve; in most records, active means well fitted curve in the direction sought with a large enough effect; inconclusive means small, poorly fitted or top-dose-only effect, or another doubt; inactive means no such curve, though single readings can be large; an effect the other way counts as inactive or inconclusive. Compounds were not picked by outcome; about 8.8% have a hit in one of these screens.

Letters – A = HepG2 tox; B = Nrf2 ARE act; C = S2 tox; D = TGFb SMAD3 inh; E = ATXN2 expr inh; F = A549 viability; G = MCF10A rereplic; H = IL1B secr inh; I = Nrf2 inh
COc1ccc(-n2c(=O)c3c4c(sc3n(CC(N)=O)c2=O)CCCCC4)cc1
  A: -21% | B: 0.3% | C: i | D: 6% | E: -1% | F: 2% | G: -10% | H: -8 | I: ?
O=S(=O)(Nc1ccc(O)c2ccccc12)c1cccs1
  A: -69% | B: -3.1% | C: ? | D: ? | E: ? | F: -19% | G: ? | H: -99* | I: -25%
CC1(C(=O)NS(=O)(=O)c2ccccc2)CCN1C(=O)Cc1ccc(Cl)cc1Cl (stereo not given)
  A: -48% | B: -0.4%[9.22 µM] | C: i | D: -1% | E: -2% | F: . | G: . | H: 9 | I: .
COC(=O)C(C)N(c1ccc(C)cc1)S(=O)(=O)c1c(C)[nH]c(=O)[nH]c1=O (stereo not given)
  A: -7% | B: 0.1% | C: i | D: 20% | E: 6% | F: 5% | G: -6% | H: -12 | I: -6%
CCOc1cc(C(=O)N2CCn3c4c(c5cc(C)ccc53)CCCC42)cc(OCC)c1OCC (stereo not given)
  A: 7% | B: -1.7% | C: i | D: 29% | E: -2% | F: -3% | G: . | H: . | I: 1%
COc1ccc2c(c1)CCCC(Br)C2=O (stereo not given)
  A: -11% | B: 6.1% | C: i | D: ? | E: 8% | F: -1% | G: ? | H: -67* | I: 13%
COc1ccccc1NC(=O)C1=C(C)Nc2nc(SCc3ccccc3Cl)nn2C1c1cccnc1 (stereo not given)
  A: 3% | B: 0.5% | C: i | D: 3% | E: 1% | F: 3% | G: . | H: . | I: 6%[9.27 µM]
O=C(Cn1c(=O)n(Cc2ccccc2)c(=O)c2sc3ccccc3c21)Nc1ccccc1
  A: -29% | B: -0.9% | C: i | D: -20% | E: -10% | F: -1% | G: . | H: . | I: 5%
CC(=O)C1=C(C)N(Cc2ccccc2)C(=O)N[C@H]1c1ccco1
  A: -17% | B: 0.7% | C: i | D: -10% | E: 3% | F: -2% | G: 28% | H: 10 | I: 16%
Cc1ccccc1NC(=S)N(C)Cc1cn(C)c2ccccc12
  A: 11% | B: -0.4% | C: i | D: 20% | E: 2% | F: -15% | G: 1% | H: -8 | I: ?
Cn1cc(-c2ccc(Cl)cc2)cc(C#N)c1=O
  A: -6% | B: 0.4% | C: i | D: -3% | E: 0% | F: 0% | G: -2% | H: -13 | I: -18%
Cc1ccc(CNC(=O)c2cc3c(=O)n4ccccc4nc3n(CC3CCCO3)c2=N)cc1 (stereo not given)
  A: -17% | B: 0.5% | C: . | D: -2% | E: ? | F: ? | G: 2.1µM* | H: 32 | I: 7%
CCSc1nnc(NC(=O)C2C3CCC(C3)C2C(=O)O)s1 (stereo not given)
  A: -1% | B: 0.2% | C: i | D: -11% | E: 2% | F: 2% | G: -7% | H: 25 | I: -10%
COc1ccc(Nc2ncnc3ccc(Br)cc23)cc1OC
  A: -40% | B: 8.2% | C: ? | D: -16% | E: 24% | F: -4% | G: ? | H: -14 | I: ?
CCCNC(=O)Cn1nc(-c2ccc(F)cc2)c2cnc3ccc(F)cc3c21
  A: 0% | B: 5.7% | C: i | D: 1% | E: 6% | F: 1% | G: . | H: . | I: ?
C=CCn1c(COc2cccc(C)c2)nnc1SCn1nnc2ccccc2c1=O
  A: -9% | B: 0.0% | C: i | D: 0% | E: 21% | F: -1% | G: 1% | H: -12 | I: 8%
O=C(CNC(=O)c1ccccc1Br)N/N=C/c1ccc(O)cc1
  A: 0% | B: -0.3% | C: i | D: 2% | E: -22% | F: 0% | G: -2% | H: 22 | I: -2%
CCOC(=O)C1CCN(C(=O)C(CCSC)NC(=O)COc2ccccc2)CC1 (stereo not given)
  A: 0% | B: -1.0% | C: i | D: -2% | E: . | F: -1% | G: -5% | H: -4 | I: 4%
CC(O)CNCCCOc1cccc(Oc2ccccc2)c1 (stereo not given)
  A: -23% | B: 0.3% | C: ? | D: 0% | E: -27% | F: 1% | G: ? | H: -56* | I: -15%
CCN(CC)CCN(C(=O)C1CCCCC1)c1nc2cc3c(cc2s1)OCO3
  A: -35% | B: 1.5% | C: i | D: -20% | E: ? | F: 0% | G: 23% | H: -4 | I: 11%
CCOc1ccc(NC(=O)CN2C(=O)CCSc3ccc(S(=O)(=O)N4CCCC4)cc32)cc1
  A: 3%&0% | B: -0.5%&0.5% | C: i | D: 3%&-10% | E: 5% | F: -2%&-1% | G: 16% | H: 9 | I: ?
COc1ccc(NC(=O)CSc2nc3ccccc3c(=O)n2CCCC(=O)NCC2CCCO2)c(OC)c1 (stereo not given)
  A: 4% | B: -0.2% | C: ? | D: -3% | E: -9% | F: ? | G: ? | H: -30 | I: ?
CCC(=O)c1ccc(OCC(=O)OCC(=O)c2cc(C)n(C)c2C)cc1
  A: -12% | B: -0.1% | C: i | D: -4% | E: 4% | F: -1% | G: -3% | H: 12 | I: 3%
O=C(NCc1nc2ccccc2[nH]1)c1ccc(S(=O)(=O)N2CCOCC2)cc1
  A: -12% | B: -0.3% | C: i | D: -4% | E: 9% | F: 1% | G: 3% | H: 16 | I: 0%
Cc1onc(-c2c(F)cccc2Cl)c1C(=O)Nc1cc2cc([N+](=O)[O-])ccc2oc1=O
  A: 0% | B: 5.5% | C: i | D: -8% | E: 3% | F: . | G: . | H: 0 | I: .
Cc1cc(C)n(C(=O)COc2c(C)cccc2C)n1
  A: -2% | B: -1.4% | C: i | D: -6% | E: 2% | F: -6% | G: 2% | H: 6 | I: 2%
Cc1ccccc1Cn1cc(NC(=O)CSc2nc3c(c(C(F)(F)F)n2)CCc2ccccc2-3)cn1
  A: 2% | B: -0.5% | C: i | D: 7% | E: -9% | F: -12% | G: 19% | H: -11 | I: .
O=C(Nc1ccccc1Cl)c1sccc1-c1ccccc1
  A: -39% | B: 0.0% | C: i | D: 2% | E: -6% | F: 0% | G: ? | H: 45 | I: ?
CC1CCn2c(nc3cc(C(=O)NCc4ccccc4)ccc32)C1 (stereo not given)
  A: -6% | B: 3.4% | C: . | D: ? | E: . | F: 14% | G: . | H: . | I: .
Cc1nn(C2CCS(=O)(=O)C2)c(C)c1CN(C)C(=O)c1ccc(Cl)cc1 (stereo not given)
  A: 2% | B: -1.6% | C: i | D: -5% | E: -2% | F: 6% | G: 6% | H: 0 | I: -11%
Cc1ccc(OCC(=O)N(Cc2cccc(F)c2)C2CCS(=O)(=O)C2)cc1 (stereo not given)
  A: 3% | B: 0.2% | C: i | D: -2% | E: -8% | F: 3% | G: -1% | H: -10 | I: 3%
CC(C)CN1C(=O)C(=O)N(CC(=O)c2ccc3c(c2)OCO3)C1=O
  A: -8% | B: 0.3% | C: i | D: -5% | E: -15% | F: -3% | G: 1% | H: -6 | I: 8%
CCN(CC(=O)Nc1ccc(NC(C)=O)cc1)C(=O)C1CC(=O)N(c2ccc3c(c2)OCCO3)C1 (stereo not given)
  A: -4% | B: -1.6% | C: i | D: -1% | E: . | F: . | G: . | H: -4 | I: .
COCCNc1ncnc2c1nc1n2CCCC1
  A: -3% | B: 0.1% | C: i | D: -7% | E: 2% | F: 5% | G: 4% | H: 26 | I: -6%
CC12CCC(=O)N1C(C(=O)N1CCN(S(=O)(=O)c3ccc(Br)cc3Cl)CC1)CS2 (stereo not given)
  A: -6% | B: 1.0% | C: . | D: -15% | E: -9% | F: ? | G: ? | H: ? | I: -15%
COc1ccccc1NC(=O)C(Cc1ccccc1)NS(=O)(=O)c1cccc2nsnc12 (stereo not given)
  A: -28% | B: 3.0% | C: i | D: ? | E: -5% | F: -4% | G: . | H: . | I: -2%
N#Cc1cccc(NC(=O)CCc2ccc(S(=O)(=O)N3CCOCC3)cc2)c1
  A: -19% | B: -0.7% | C: i | D: 3% | E: 8% | F: -2% | G: -7% | H: 7 | I: -6%
CCCN(CC(=O)Nc1ccccc1C)CC(=O)Nc1ccc(Br)cc1F
  A: -24% | B: 3.1% | C: i | D: ? | E: -9% | F: -5% | G: 8% | H: -23 | I: 2%
CCOc1ccccc1NC(=O)Cn1nnc2sc3c(c2c1=O)CCC(C(C)(C)C)C3 (stereo not given)
  A: 1% | B: 0.1% | C: i | D: 0% | E: 9% | F: 5% | G: . | H: . | I: 9%
CC(C)c1nnc(SCC(=O)N2CCN(C(=O)c3ccco3)CC2)n1N
  A: -1% | B: 3.2% | C: i | D: -1% | E: -4% | F: 3% | G: -23% | H: 8 | I: -5%
Cc1ccc2cc(C#N)c(NCCNC(=S)NCCCN3CCOCC3)nc2c1
  A: -16% | B: -0.1% | C: . | D: -5% | E: . | F: -4% | G: ? | H: -20 | I: -2%
O=C(OCC(=O)N1CCN(C(=O)c2ccco2)CC1)c1ccccc1
  A: -9% | B: 0.3% | C: i | D: 7% | E: 28% | F: 1% | G: -1% | H: 6 | I: 8%
CC(C)Cc1nnc(NC(=O)CCC(=O)NC2CCCC2)s1
  A: 3% | B: 0.5% | C: i | D: 0% | E: . | F: -9% | G: 4% | H: 13 | I: -16%

A section of the results above:
Letters – A = HepG2 tox; B = Nrf2 ARE act; C = S2 tox; D = TGFb SMAD3 inh; E = ATXN2 expr inh; F = A549 viability; G = MCF10A rereplic; H = IL1B secr inh; I = Nrf2 inh
N#Cc1cccc(NC(=O)CCc2ccc(S(=O)(=O)N3CCOCC3)cc2)c1
  A: -19% | B: -0.7% | C: i | D: 3% | E: 8% | F: -2% | G: -7% | H: 7 | I: -6%
CCCN(CC(=O)Nc1ccccc1C)CC(=O)Nc1ccc(Br)cc1F
  A: -24% | B: 3.1% | C: i | D: ? | E: -9% | F: -5% | G: 8% | H: -23 | I: 2%
CCOc1ccccc1NC(=O)Cn1nnc2sc3c(c2c1=O)CCC(C(C)(C)C)C3 (stereo not given)
  A: 1% | B: 0.1% | C: i | D: 0% | E: 9% | F: 5% | G: . | H: . | I: 9%
